OX1R antagonist: antagonists of human orexin 1 receptor; O43613; CHO/OX1R cells, Fluo-8 calcium fluorescence, orexin A; inhibition, % at 5 µM; 330,000 tested, 0.43% active; AID 434989;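 active means inhibition above its plate's threshold, mean inhibition of all tested compounds on the plate plus 3 SD, cut at about 37% in these data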;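 further: 0% = orexin A challenge wells and 100% = SB-334867-A antagonist wells; not every result past the cut was called active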
Target sequence (O43613 whole entry, looked up): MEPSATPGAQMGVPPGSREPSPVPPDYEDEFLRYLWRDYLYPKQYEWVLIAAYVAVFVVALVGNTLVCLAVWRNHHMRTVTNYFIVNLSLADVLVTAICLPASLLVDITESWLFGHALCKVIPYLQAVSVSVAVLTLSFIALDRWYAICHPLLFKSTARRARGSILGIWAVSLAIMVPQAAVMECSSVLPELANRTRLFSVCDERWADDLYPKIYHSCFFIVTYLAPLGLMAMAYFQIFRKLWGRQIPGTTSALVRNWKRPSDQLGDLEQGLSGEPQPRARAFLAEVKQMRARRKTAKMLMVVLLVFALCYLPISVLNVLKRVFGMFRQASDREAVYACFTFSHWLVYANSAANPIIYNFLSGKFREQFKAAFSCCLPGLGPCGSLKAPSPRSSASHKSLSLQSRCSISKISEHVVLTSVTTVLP
CHT PAM: allosteric activators of human choline transporter CHT | B-score at 10 µM | Q9GZV3 | CHT-expressing cells, membrane potential dye, choline EC20; hits give high values; LV-AA mutant CHT in HEK293 cells | 310,000 tested, 0.49% active;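 active means initial fluorescence not abnormally high and integrated response B-score, plate-corrected, over 3 SD above library mean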
Target sequence (Q9GZV3 whole entry, looked up): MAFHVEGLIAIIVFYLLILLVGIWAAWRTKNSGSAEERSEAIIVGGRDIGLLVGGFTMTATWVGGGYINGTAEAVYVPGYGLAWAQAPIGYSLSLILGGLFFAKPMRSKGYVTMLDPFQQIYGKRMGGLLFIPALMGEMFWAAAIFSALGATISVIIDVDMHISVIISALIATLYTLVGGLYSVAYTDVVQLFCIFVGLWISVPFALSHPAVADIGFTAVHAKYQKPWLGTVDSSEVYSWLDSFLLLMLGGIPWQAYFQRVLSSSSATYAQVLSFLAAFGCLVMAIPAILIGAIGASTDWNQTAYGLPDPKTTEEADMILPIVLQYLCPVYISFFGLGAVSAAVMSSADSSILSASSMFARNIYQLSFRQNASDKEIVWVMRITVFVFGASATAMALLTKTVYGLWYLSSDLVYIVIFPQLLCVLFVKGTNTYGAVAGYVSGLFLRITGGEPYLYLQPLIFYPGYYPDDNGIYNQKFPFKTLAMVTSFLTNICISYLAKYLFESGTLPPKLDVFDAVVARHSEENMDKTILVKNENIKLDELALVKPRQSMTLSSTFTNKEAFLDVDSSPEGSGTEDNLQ
Numbers without * were called inactive; i = inactive; nt = no result given.

SMILES	OX1R antagonist	CHT PAM
CC(C)(C)c1ccc(C(=O)N2CCC(C(=O)NCC3CCCO3)CC2)cc1 (stereo unspecified)	-21	i
Cc1cc2ncn(C(=O)c3c(-c4ccccc4Cl)noc3C)c2cc1C	-25	i
Cc1cnc(NC(=O)Cc2ccc(S(=O)(=O)N3CCOCC3)s2)s1	1	nt
CCOC(=O)N1CCC(NC(=O)c2ccc(CS(=O)c3cccc(Cl)c3)o2)CC1 (stereo unspecified)	-25	i
COCCNC(=O)CCSc1nc(-c2ccc(OC)cc2)cc(C(F)(F)F)n1	-26	i
COc1ccc(OC)c2sc(Cl)nc12	-4	i
O=C(COC(=O)C1CCN(c2ccc(C(F)(F)F)cn2)CC1)c1ccc(Cl)cc1	-31	i
COc1ccc(CCC(=O)NCc2cn3ccc(C)cc3n2)cc1	-28	i
Cc1cccc(C)c1NC(=O)c1sc(N)nc1-c1ccccc1	6	i
CC(C)C(NC(=O)C1CCC(C(C)(C)C)CC1)C(=O)NCCc1ccc(S(N)(=O)=O)cc1 (stereo unspecified)	-35	i
Cc1cccc(-n2nnc(C(=O)NCc3ccccc3)c2N)c1	-18	i
Cc1ccc2c(c1)c1c(n2CC(O)CN2CCCCCC2)CCCC1 (stereo unspecified)	-9	i
CCOc1ccc(NC(=O)C2CCC(CNc3c(N4CCOCC4)c(=O)c3=O)CC2)cc1 (stereo unspecified)	-11	i
COC(=O)CSc1nc(NC(C)C)nc(N2CCOCC2)n1	-13	i
C=CCn1cc(C(=O)OC)c(=O)c2cc(S(=O)(=O)N(CC)CC)ccc21	-8	i
CS(=O)(=O)Nc1cccc(C(=O)OCCCOc2ccc(F)cc2)c1	-23	i
COc1cccc(N2CCN(c3ccc4nnc(CCC(=O)Nc5ccc(F)cc5)n4n3)CC2)c1	-20	i
COc1ccc(Nc2nc(N(C)c3ccccc3)nc(N)c2[N+](=O)[O-])cc1	-16	i
CN(C)c1nc(Nc2ccc(Cl)cc2)nc(OCC#N)n1	-14	i
O=C(NCCc1cccc(F)c1)C1CCN(S(=O)(=O)c2ccccc2)CC1	-10	i
Cc1ccc(CCNC(=O)C2CCCN(S(=O)(=O)c3cnc[nH]3)C2)cc1 (stereo unspecified)	-3	i
CCN(CC)CCN(C(=O)c1ccccc1OC)c1nc2ccc(F)cc2s1	-4	i
COC(=O)CCCC1=CC2=CC(=O)C(C)(OC(=O)c3cccs3)C(=O)C2=CN1C1CC1 (stereo unspecified)	-15	i
CC(C)(C)c1cc(CCC(=O)NN)cc(C(C)(C)C)c1O	-28	i
COc1cc(/C=C/C(=O)N2CCN(c3n[nH]c(=O)[nH]c3=O)CC2)cc(OC)c1OC	4	i

The list continues:
SMILES	OX1R antagonist	CHT PAM
Cc1cc(OCCCCCn2ccnc2)cc(C)c1Cl	-18	i
FC(F)(F)c1nc2ccccc2n2c(-c3ccc(Cl)cc3Cl)nnc12	-21	i
CNC(=O)C12N=CNN=C1N(C)C(=O)N2C (stereo unspecified)	-11	i
C/C(=N\Nc1ccc([N+](=O)[O-])cc1[N+](=O)[O-])c1ccc(-n2nncc2C(C)(C)C)cc1	-23	i
CNC(=S)NNC(=O)c1sccc1C	-5	i
O=C(CCN1C(=O)/C(=C/c2ccc(F)cc2)SC1=S)NCCCn1ccnc1	-15	i
O=C(COC(=O)COc1ccc2ccccc2c1)NC1CCCc2ccccc21 (stereo unspecified)	-25	i
O=C(CSc1ncnc2sc3c(c12)CCCCC3)NCc1ccco1	-13	i
CCOC(=O)C1CCCCN1Cc1cn[nH]c1-c1ccc(F)cc1F (stereo unspecified)	0	i
CN(CC(=O)Nc1cccc(F)c1)C(=O)CCc1nc2cc(S(=O)(=O)N3CCOCC3)ccc2n1C	-5	i
COc1cc(CNC(=O)c2ccc3c(c2)S(=O)(=O)c2ccccc2C3=O)cc(OC)c1	-14	i
O=S(=O)(c1cccc(COc2ccc(Cl)cc2Cl)c1)N1CCOCC1	-26	i
CC(=O)Oc1ccccc1N1C(=O)c2ccc(C(=O)O)cc2C1=O	9	i
CCOC(=O)C1(CCOC)CCN(C2C3CC4CC(C3)CC2C4)CC1 (stereo unspecified)	-9	i
CCN(CC)S(=O)(=O)c1cc([N+](=O)[O-])ccc1NNC(=O)Nc1ccccc1OC	-23	i
O=C(N/N=C/c1ccncc1)C12CC3CC(CC(C3)C1)C2	-15	i
O=C(c1ccc(N2C(=O)CCC2=O)cc1)N1CCOCC1	-11	i
O=C(CCC1CCCN(C(=O)c2ccoc2)C1)NCc1ccccc1F (stereo unspecified)	-10	i
COc1ccc(N2C(=O)NC3CC2(C)Oc2ccccc23)cc1OC (stereo unspecified)	-11	i
CCOC(=O)N1CCC(NC(=O)C(NS(=O)(=O)c2ccc3c(c2)CCN3C(C)=O)C(C)C)CC1 (stereo unspecified)	-14	i
CCn1c(SCC(=O)N2CCN(C(=O)c3ccco3)CC2)nnc1C(C)C	3	i
Cn1nc(C(=O)NCC2CCCO2)c2ccccc2c1=O (stereo unspecified)	-10	i
Cc1ccc(S(=O)(=O)Nc2ccc(-c3cn4ccc(C)cc4n3)cc2)cc1	12	i
CCOC(=O)c1c(C)[nH]c(C(=O)OCC(=O)Nc2cc(Cl)ccc2OC)c1C	-17	i
CC(NC(=O)CCNC(=O)N1CCn2c1nc1ccccc12)c1ccccc1 (stereo unspecified)	-10	i

Another view of some results above:
molecule,OX1R antagonist,CHT PAM
CC(C)(C)c1cc(CCC(=O)NN)cc(C(C)(C)C)c1O,-28,i
COc1cc(/C=C/C(=O)N2CCN(c3n[nH]c(=O)[nH]c3=O)CC2)cc(OC)c1OC,4,i

Following part:
SMILES	OX1R antagonist	CHT PAM
COc1ccc([C@H]2CC(=O)C=C(c3ccc4ncccc4c3)C2)cc1	-31	nt
COc1ccc(-n2c(CNc3ccc(C)cc3)nnc2SCC(=O)Nc2nc(-c3ccccc3)cs2)cc1	-18	i
O=C(N/N=C/c1cc(Br)cs1)C(O)c1ccccc1 (stereo unspecified)	-9	i
CC1(c2nnc(-c3cccc(Cl)c3)o2)CC(c2ccc(Cl)cc2)=NO1 (stereo unspecified)	-23	i
Cc1ccccc1C(=O)N1CCN(c2ncnc3c2cnn3-c2ccccc2)CC1	-8	i
CC1(C)CC(O)(CCNCc2ccc3c(c2)OCO3)CCO1 (stereo unspecified)	-1	i
CCOC(=O)c1c(C)[nH]c(=S)c(C#N)c1-c1ccc(Cl)cc1	-29	i
CCCc1cc(=O)oc2c(C)c(OC(C)C(=O)NCC(O)c3ccccc3)ccc12 (stereo unspecified)	-22	i
COC(=O)c1c(C)nc2ccccc2c1C(=O)O	-7	i
CCOc1nc(-c2ccccc2)ncc1Oc1ccccc1	-20	i
O=C(O)C(c1ccccc1)C1(O)CCCC1 (stereo unspecified)	-8	i
Cc1ccc(N2C(=O)CC(Sc3ccccc3C(=O)O)C2=O)cc1 (stereo unspecified)	-18	i
Cn1c(SCC(=O)n2c3c(c4ccccc42)CCCC3)nnc1-c1ccccc1	-28	i
O=C(C1COc2ccccc2O1)N1CCN(S(=O)(=O)c2cc(F)ccc2F)CC1 (stereo unspecified)	-8	nt
O=C(O)[C@H](Cc1ccccc1)NC(=O)C(c1ccccc1)(c1ccccc1)c1ccccc1	-42	i
C[C@H](NC(=O)[C@@H]1Cc2ccccc2CN1C(=O)OC(C)(C)C)C(=O)NCC1CCCO1 (stereo partly specified)	12	i
Cc1c(C(=O)N(C)C2CCCCC2)sc2ncnc(N3CCN(c4ccccc4F)CC3)c12	-45	i
Cc1cc(=O)[nH]c(SCC(=O)Nc2ccnc3ccccc23)n1	3	i
COC(=O)Cn1c(=O)c2c(nc3n2CCCN3CCc2ccc(OC)c(OC)c2)n(C)c1=O	-19	i
CCOc1ccc(CN2CCN(Cc3ccc4cc(F)ccc4n3)CC2CCO)cc1 (stereo unspecified)	-22	i
COc1ccc(CC(NC(C)=O)C(=O)NC2CCN(C(=O)c3ccc(OC)c(OC)c3)CC2)cc1OC (stereo unspecified)	5	i
CCOC(=O)c1cn2nc(Oc3ccccc3)ccc2n1	-11	i
COC(=O)c1cccc(NC(=O)CN2CCN(Cc3ccccc3)CC2)c1	-19	i
CN1CCN(c2ccc(NC(=O)Cc3ccccc3)cc2)CC1	13	i
CN1CCN(C2Cc3ccc(Cl)cc3Sc3ccc(F)cc32)CC1 (stereo unspecified)	-9	i

The list goes on:
SMILES	OX1R antagonist	CHT PAM
CC1CCC(C(C)C)C(OP(=O)(c2ccc(N(C)C)cc2)C(O)c2cccnc2)C1 (stereo unspecified)	-30	i
CC(C)CCN(C(=O)Nc1ccc(Cl)cc1)C1CCN(C(C)C)CC1	-8	i
Cc1ccccc1N/C(SCc1ccc(Cl)cc1)=C(/C#N)C(N)=O	-27	i
O=S(=O)(NN1CCOCC1)c1ccc(Br)s1	-8	i
O=C(N/N=C1/CC(c2ccccc2)Oc2ccccc21)C1CC1 (stereo unspecified)	-19	i
CCOC(=O)N/N=C/c1ccc(N(CC)CC)cc1O	2	i
CCC(C)(C)n1nnnc1CN1CCSCC1	-9	i
CCOc1ccc(NC(=O)CCC(=O)NNC(=O)c2cccc([N+](=O)[O-])c2)cc1	-21	nt
CCOC(=O)c1c[nH]n(-c2ccc(C)cc2)c1=O	10	i
Cc1cccc(-c2nnc(SCCOc3ccc4c(C)cc(=O)oc4c3)o2)c1	-10	i
O=C(Cn1[nH]c(=O)c2ccccc2c1=O)OCC(=O)c1ccccc1Cl	-8	i
CCC(=NNC(=O)c1ccc2c(c1)nc(C)n2CC)c1cc(F)ccc1O	-34	nt
Cc1ccc(NC(=O)CN(C)C(C)C(=O)Nc2ccc(S(=O)(=O)N3CCCC3)cc2)cc1 (stereo unspecified)	-20	i
O=C(Nc1ccc(Cl)cc1)C1CCCC1	nt	i
COC(=O)CCCC1=CC2=C(c3ccccc3)C(=O)C(C)(OC(=O)C3CCCC3)C(=O)C2=CN1CC1CC1 (stereo unspecified)	-13	i
Cc1ccc(S(=O)(=O)Nc2ccccc2CNC2CCCCC2)cc1	-20	i
CC(=O)C1=C(O)CCC1=NCCc1ccccc1	1	i
CC1(C)OC2OC(COC(=O)c3ccccc3)C3OC(C)(C)OC3C2O1 (stereo unspecified)	4	i
NNC(=O)c1cccc(COc2cccc(Br)c2)c1	-11	i
COc1cc(NC(=O)COC(=O)CC(NC(C)=O)c2ccccc2)cc(OC)c1 (stereo unspecified)	-7	i
COc1ccc(/C(CC2OC(=O)c3ccccc32)=N\NC(N)=O)cc1 (stereo unspecified)	-8	i
CC1=CC(C)(C)N(C(=O)c2ccc(F)cc2)c2cc3c(cc21)OCO3	3	i
COC(=O)c1cc(OC)c(OC)cc1NC(=O)c1ccccc1C	-17	i
O=C(COC(=O)CCN1C(=O)C2CC=CCC2C1=O)NCCc1ccccc1 (stereo unspecified)	-16	i
CC(=O)Nc1ccc(NS(=O)(=O)c2cc(-c3n[nH]c(=O)c4ccccc34)ccc2C)cc1	-10	i

3 compounds already listed, ordered by the value under OX1R antagonist, smallest number first.
SMILES | OX1R antagonist
CCC(=NNC(=O)c1ccc2c(c1)nc(C)n2CC)c1cc(F)ccc1O | -34
CC(C)CCN(C(=O)Nc1ccc(Cl)cc1)C1CCN(C(C)C)CC1 | -8
CC1(C)OC2OC(COC(=O)c3ccccc3)C3OC(C)(C)OC3C2O1 (stereo unspecified) | 4

Single entries from the results shown.
For OX1R antagonist, CCOC(=O)c1c(C)[nH]c(=S)c(C#N)c1-c1ccc(Cl)cc1 has -29
For OX1R antagonist, CN1CCN(c2ccc(NC(=O)Cc3ccccc3)cc2)CC1 has 13
For OX1R antagonist, CCN(CC)S(=O)(=O)c1cc([N+](=O)[O-])ccc1NNC(=O)Nc1ccccc1OC has -23
For OX1R antagonist, O=C(NCCc1cccc(F)c1)C1CCN(S(=O)(=O)c2ccccc2)CC1 has -10

Additional records:
SMILES	OX1R antagonist	CHT PAM
CCCCn1c(=O)nc2n(-c3ccccc3C)c3ccccc3cc-2c1=O	-14	i
COc1ccc(Cl)cc1C(=O)NNC(=O)COC(=O)c1cccs1	-1	nt
COc1ccc2[nH]c3c(c2c1)CCN1C(=O)C(CC(=O)NCCC2=CCCCC2)C[C@H](C(=O)N2CCCCC2)[C@@]31C (stereo partly specified)	-3	nt
Cc1cc(NC(=O)c2cccc([N+](=O)[O-])c2)no1	-16	i
CC(C)c1nnc(NC(=O)CC23CC4CC(CC(C4)C2)C3)s1	-23	i
Cc1ccc(NC(=O)CSc2ccccc2NC(=O)c2cccc(Cl)c2)cc1Cl	5	i
CC(=O)c1ccc(OCC(O)CNCc2ccc3c(c2)OCO3)cc1 (stereo unspecified)	-30	i
Cc1sc2nc(-c3cccnc3)nc(Cl)c2c1-c1ccccc1	-31	i
CCOC(=O)C1=C(C)N(C[C@@H]2CC[C@@H](Cc3ccc(-c4ccccc4)cc3)O2)C(=O)NC1c1ccc(Cl)cc1 (stereo partly specified)	10	nt
O=C(CSc1n[nH]c(=O)[nH]c1=O)Nc1c(Cl)cc(Cl)cc1Cl	3	nt
CCOc1cc(NC(=O)CC(C)C)c(OCC)cc1NC(=O)CCn1nnc2ccccc21	-18	i

Part of the list above in order of molar mass, rising:
SMILES	OX1R antagonist	CHT PAM
CCCCn1c(=O)nc2n(-c3ccccc3C)c3ccccc3cc-2c1=O	-14	i
CCOc1cc(NC(=O)CC(C)C)c(OCC)cc1NC(=O)CCn1nnc2ccccc21	-18	i
CCOC(=O)C1=C(C)N(C[C@@H]2CC[C@@H](Cc3ccc(-c4ccccc4)cc3)O2)C(=O)NC1c1ccc(Cl)cc1 (stereo partly specified)	10	nt

Outcome played no part in choosing rows. About 0.8% of those tested had a hit in this group.
